GSK3beta inhib = human GSK3beta kinase inhibition | AID 2097 | activity score (negative = inhibition), % at 10 µM | actives 0.038% (n = 300,000) | P49841 | GST-GSK3beta kinase, ADP-Glo luminescence, 60 min; active compounds read low;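 active = more than half of replicate wells score below -50%, meaning over 50% inhibition versus plate controls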;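 also: 0% = median DMSO wells and -100% = median GW8510 positive control wells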
Target sequence (P49841 whole entry, looked up): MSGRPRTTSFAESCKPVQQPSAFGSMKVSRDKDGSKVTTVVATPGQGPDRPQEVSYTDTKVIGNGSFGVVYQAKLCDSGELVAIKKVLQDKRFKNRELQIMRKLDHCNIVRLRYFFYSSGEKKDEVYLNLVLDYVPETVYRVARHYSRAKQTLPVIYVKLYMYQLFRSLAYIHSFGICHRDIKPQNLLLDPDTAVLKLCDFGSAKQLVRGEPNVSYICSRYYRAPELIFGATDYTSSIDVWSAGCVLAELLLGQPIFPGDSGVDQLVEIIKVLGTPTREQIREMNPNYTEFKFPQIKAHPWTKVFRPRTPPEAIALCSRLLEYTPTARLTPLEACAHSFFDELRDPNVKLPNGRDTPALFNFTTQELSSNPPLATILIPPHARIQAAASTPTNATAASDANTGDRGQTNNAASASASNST
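Test system – GST-tagged human GSK3beta kinase, cell-free · Incubation – 60 min enzyme reaction, room temperature · Signal – ADP-Glo luminescence · Also added – peptide substrate and ATP at 25 µM · Controls – DMSO neutral wells and GW8510 at 20 µM as positive · Buffer or medium – Tris/MgCl2 kinase buffer · Measure – Luminescence-derived activity versus plate DMSO and GW8510 wells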
KLF5 inh = inhibitors of KLF5 expression. DLD-1 KLF5 promoter-luciferase reporter, luminescence. actives 0.23% (n = 290,000). inhibition, % at 5 µM;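 active = inhibition above a per-plate limit of that plate's mean compound inhibition plus 3 SD, cut at about 60% in these data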;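 also: 0% = DMSO wells and 100% = LY294002 at 200 µM; higher means less KLF5 promoter-driven luciferase light; inactives centre near -14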
HSP90 refold inh = inhibitors of HSP90 luciferase refolding in rabbit reticulocyte lysate | luciferase refolding luminescence, 3 h | inhibition, % at 5.6 µM | actives 0.91% (n = 290,000) | AID 1789;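 active = inhibition above the screen-wide mean plus 3 SD, computed separately per campaign, cut at about 16% in these data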;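 also: 0% = DMSO wells and 100% = 60 µM geldanamycin wells; inhibitors lower the luminescence because luciferase stays unfolded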
HIF activator = HIF pathway transcriptional activation | U2OS HRE-luciferase reporter, luminescence; normalized: DMSO 0%, desferrioxamine 100% | activation, % at 7.5 µM (by protocol) | actives 0.32% (n = 300,000) | AID 1910;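 active = mean activation of at least 10% of the iron chelator positive control signal, with at least half of replicates also reaching 10%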
HSF1 inhib = HSF1 inhibition; NIH3T3-HGL HSE-luciferase, MG132-induced, luminescence 8 h; active compounds read low; activity change, negative = inhibition, % at 7.5 µM (by protocol); actives 0.77% (n = 300,000); AID 2098;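 active = more than half of replicate wells show activity change below -50%, luminescence cut by over half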;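 also: luciferase reports HSF-1 transcriptional activity via heat shock element; 0% = median of DMSO wells and -100% = zero luminescence signal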
GSK3 alpha inh = inhibitors of human GSK-3 alpha kinase. P49840. ADP-Glo luminescence, 60 min. inhibition, % at 10 µM. actives 0.1% (n = 320,000). AID 2650;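 in the data active = inhibition above about 50%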;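 also: GST-tagged GSK-3 alpha with peptide substrate and 25 µM ATP; 0% = DMSO neutral wells and 100% = GW8510 positive control wells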
Target sequence (P49840 whole entry, looked up): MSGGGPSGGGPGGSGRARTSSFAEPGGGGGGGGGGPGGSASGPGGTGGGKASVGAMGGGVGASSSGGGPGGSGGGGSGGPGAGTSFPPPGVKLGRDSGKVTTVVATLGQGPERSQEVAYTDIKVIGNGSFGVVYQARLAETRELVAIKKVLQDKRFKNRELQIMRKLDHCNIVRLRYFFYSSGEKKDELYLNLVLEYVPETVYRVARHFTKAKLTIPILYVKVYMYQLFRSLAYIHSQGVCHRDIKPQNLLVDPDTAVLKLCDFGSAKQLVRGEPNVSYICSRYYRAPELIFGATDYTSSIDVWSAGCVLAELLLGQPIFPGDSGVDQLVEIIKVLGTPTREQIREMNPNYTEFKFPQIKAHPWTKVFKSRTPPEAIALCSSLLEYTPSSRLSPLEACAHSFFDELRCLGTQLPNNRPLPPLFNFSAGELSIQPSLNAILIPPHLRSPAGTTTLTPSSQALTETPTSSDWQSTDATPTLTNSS
aSyn UTR inh = MLPCN primary screen, SNCA 5' untranslated region; AID 1813; inhibition, % (tested at 7.5 µM); actives 0.82% (n = 300,000); alpha-synuclein 5'UTR reporter, inhibitor activity; in the data active = inhibition above about 60%;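 also: H4 neuroglioblastoma cells stably carrying SNCA 5'UTR luciferase fusion; 0% = DMSO wells and 100% = positive control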
HSF-1 act = increases HSF-1 driven luciferase reporter signal; NIH3T3-HGL HSF-1 luciferase reporter, MG132, 8 h; 100% = twice DMSO control signal; activation, % at 9 µM; actives 1.7% (n = 300,000);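 active = mean replicate activation of at least 50% with a set share of replicates each reaching 50%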;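 also: 0% = median of the neutral control wells and 100% = twice that signal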
AI-2 QS modul = modulators of Vibrio harveyi AI-2 quorum sensing system. Vibrio harveyi JMH597 AI-2 luminescence/OD600 ratio, 9 h; active compounds read low; strain lacks LuxN and CqsS sensors; 0 = neutral-control median. actives 0.4% (n = 300,000). activity change, % at 7.5 µM; in the data active = activity change below about -75%, passing the limit was not always enough;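 also: luminescence divided by OD600 gain over 9 h not by final OD600 alone; inactives centre near 13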
IEC-6 tox = IEC-6 cytotoxicity, counter-screen for KLF5 inhibitors | luminescence viability | inhibition, % at 5 µM | actives 0.78% (n = 290,000) | AID 1825; in the data active = inhibition above about 22%;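 also: 0% = plate median of test compound wells and 100% = cytotoxic reference compound wells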
* marks the source's active call; other numbers are inactive results; · = not tested or not shown. Not a hit list. Share with any hit: about 4.7%.

1: O=C(NCc1ccccc1F)C1CCN(C(=O)Nc2ccc(F)cc2)CC1
2: Cc1cc(C)c(N(C(=O)CN2C(=O)c3ccccc3S2(=O)=O)C(C(=O)NCC2CCCO2)c2ccc(F)cc2)c(C)c1 (centres undefined)
3: COc1ccccc1N1CCN(C(=S)Nc2ccccc2)CC1
4: Cc1cc(NS(=O)(=O)c2ccc(NC(=O)Cc3cccs3)cc2)no1
5: COCc1cc(=O)n2c([nH]c3ccccc32)c1C#N
6: COc1ccc(/C=N/NC(=O)c2nc(Cl)c(Cl)c(N)c2Cl)cc1COc1ccc(F)cc1F
7: CCOc1ccc(CCNC(=O)c2cc3sccc3n2C)cc1OCC
8: COc1cc(C(=O)Nc2nccs2)c(Br)c(OC)c1OC
compound no.,1,2,3,4,5,6,7,8
HSF-1 act,6,6,-23,2,5,-3,0,-1
HSF1 inhib,1,3,-20,-4,1,-14,-2,-1
HIF activator,0.0,0.9,1.1,-0.2,0.3,0.2,-0.4,0.0
IEC-6 tox,2,0,-3,-4,5,5,2,3
HSP90 refold inh,-1,-7,4,-5,3,6,-1,2
GSK3 alpha inh,0,0,-2,-3,-3,0,-2,3
aSyn UTR inh,-18,9,-14,-6,-59,31,2,1
KLF5 inh,-7,-37,-31,-22,-16,18,8,-19
GSK3beta inhib,-1,3,-1,0,-1,4,3,1
AI-2 QS modul,15,12,11,-78*,15,-3,7,-5

9: O=C(CNc1cccc(S(=O)(=O)N2CCCC2)c1)Nc1cccc(Br)c1
10: COc1ccc(Cl)cc1NC(=O)CN(C)C(=O)c1cc2ccccc2cc1OC
11: Nc1nnc(-c2ccc(Cl)c(Cl)c2)s1
12: S=C(c1ccc(N2CCCC2)c(Br)c1)N1CCCCC1
13: Cc1oc(-c2ccccc2)cc1C(=O)Nc1ccccc1
14: COc1ccc2c(c1OC)C(=O)N1C2SC[C@H]1C(=O)NC1CCCC1 (some centres undefined)
15: C=CCNC(=O)NS(=O)(=O)c1ccc(C)cc1
16: O=C(COc1ccccc1)Nc1c2c(nn1-c1ccccc1)CS(=O)C2 (centres undefined)
compound no.,9,10,11,12,13,14,15,16
HSF-1 act,8,21,26,-2,-14,-12,-4,-2
HSF1 inhib,6,13,8,-3,0,-4,0,-2
HIF activator,-0.5,-0.1,1.8,0.6,0.1,-0.7,0.5,0.3
IEC-6 tox,·,·,0,-3,4,-2,-1,0
HSP90 refold inh,·,·,-1,22*,4,-1,3,-1
GSK3 alpha inh,1,0,5,0,-3,-2,8,0
aSyn UTR inh,-4,19,-13,-39,-44,-16,8,8
KLF5 inh,·,·,-39,-26,-62,-5,-17,13
GSK3beta inhib,-2,-1,1,0,-3,-4,-1,-1
AI-2 QS modul,-21,27,-1,42,9,11,37,-3

17: OCCNCC12CC3CC(CC(C3)C1)C2
18: Cc1cc(-c2cc(C(=O)NCc3ccccc3)on2)nc(NCC2CC2)n1
19: COc1ccc(Cl)cc1-c1nc(SCC(=O)NC(C)(C)C)n[nH]1
20: COc1ccc(C(=O)NC2CC2)cc1OC1CCN(C/C=C/c2ccccc2)CC1
21: CCC(C)NC(=O)c1ccc(-n2c(=S)[nH]c3ccccc3c2=O)cc1 (centres undefined)
22: COc1ccc(-c2cc(-c3ccccc3)nc(Cl)n2)cc1OC
23: COc1ccc(/C=N/c2c(-c3ccc(OC)cc3)nc3n2CCS3)cc1
24: Cc1ccccc1-c1nsc(SCC(=O)Nc2ccc3c(c2)OCO3)n1
compound no.,17,18,19,20,21,22,23,24
HSF-1 act,-21,23,-6,19,7,2,-58,-8
HSF1 inhib,-5,-4,-7,3,-4,11,-44,5
HIF activator,-0.8,-0.5,-0.7,-1.2,-0.4,-12,-0.2,2.1
IEC-6 tox,-9,·,1,3,-2,6,3,4
HSP90 refold inh,-1,·,1,2,-2,5,3,-4
GSK3 alpha inh,-3,-24,1,1,-1,1,-3,0
aSyn UTR inh,9,10,24,8,18,-16,-17,-10
KLF5 inh,-30,·,12,-15,-24,-23,-36,12
GSK3beta inhib,0,-2,-2,-2,2,2,2,-3
AI-2 QS modul,-2,-10,9,-4,14,40,15,10

2 compounds drawn at random from the list so far, as already listed:
18: Cc1cc(-c2cc(C(=O)NCc3ccccc3)on2)nc(NCC2CC2)n1
24: Cc1ccccc1-c1nsc(SCC(=O)Nc2ccc3c(c2)OCO3)n1
compound no.,18,24
HSF-1 act,23,-8
HSF1 inhib,-4,5
HIF activator,-0.5,2.1
IEC-6 tox,·,4
HSP90 refold inh,·,-4
GSK3 alpha inh,-24,0
aSyn UTR inh,10,-10
KLF5 inh,·,12
GSK3beta inhib,-2,-3
AI-2 QS modul,-10,10

Along the list, quoted from above.
Entries 18–23 in HSF-1 act: 23, -6, 19, 7, 2, -58

Additional results:
25: O=[N+]([O-])c1ccc(N2CCN(c3ccc([N+](=O)[O-])cc3CO)CC2)c(CO)c1
26: CCc1cc(=O)oc2c(C)c(OCC(=O)N3CC[C@@]4(O)CCCC[C@H]4C3)ccc12
27: O=C(Cc1ccc2c(c1)OCCO2)N1CCN(S(=O)(=O)c2cccc(Cl)c2Cl)CC1
28: COc1ccc2[nH]cc(S(=O)(=O)c3ccc(C)cc3)c2c1
29: CC(=O)OC1=C(C#N)Cn2ccc3cccc1c32
30: COc1ccccc1N1CCN(C2CCCN(C(=O)C3=NN(C)C(=O)CC3)C2)CC1 (centres undefined)
31: CC(CN1CCCCC1)NC(=O)c1cc(-c2ccccn2)nc2ccc(Cl)cc12 (centres undefined)
32: Cc1ccc(CNc2nc(Cl)c(C#N)s2)cc1
compound no.,25,26,27,28,29,30,31,32
HSF-1 act,-4,2,-5,-7,22,-7,13,38
HSF1 inhib,-3,3,-4,4,5,6,-6,24
HIF activator,0.3,0.1,-0.4,-0.6,0.0,0.7,-0.4,1.3
IEC-6 tox,12,4,0,6,4,-2,3,0
HSP90 refold inh,19*,-4,6,-1,9,-2,-1,-4
GSK3 alpha inh,-2,0,-1,1,3,-1,0,-3
aSyn UTR inh,16,24,5,10,15,-8,-29,-146
KLF5 inh,-4,-32,-23,11,-21,-20,-14,-35
GSK3beta inhib,0,4,-5,0,-3,·,1,0
AI-2 QS modul,10,31,9,13,43,12,16,19

Some of the entries so far, with values under each structure.
Values in the order: HSF-1 act | HSF1 inhib | HIF activator | IEC-6 tox | HSP90 refold inh | GSK3 alpha inh | aSyn UTR inh | KLF5 inh | GSK3beta inhib | AI-2 QS modul
[28] COc1ccc2[nH]cc(S(=O)(=O)c3ccc(C)cc3)c2c1
    -7 | 4 | -0.6 | 6 | -1 | 1 | 10 | 11 | 0 | 13
[29] CC(=O)OC1=C(C#N)Cn2ccc3cccc1c32
    22 | 5 | 0.0 | 4 | 9 | 3 | 15 | -21 | -3 | 43
[30] COc1ccccc1N1CCN(C2CCCN(C(=O)C3=NN(C)C(=O)CC3)C2)CC1 (centres undefined)
    -7 | 6 | 0.7 | -2 | -2 | -1 | -8 | -20 | · | 12

(listing goes on)
33: C=CCNC(=O)CN1CCC(n2c(C)nc3cc(C(F)(F)F)ccc32)CC1
34: CN(C)/C=N/c1cc(=O)n(C)c(=O)n1Cc1ccccc1
35: COc1ccc(NS(=O)(=O)c2ccc3c(c2)NC(=O)CCS3)cc1Cl
36: Cc1ccc(NS(=O)(=O)c2cccc(C(=O)O)c2)c(C)c1
37: COc1ccccc1NC(=O)CSCc1cc(=O)n2c(C)csc2n1
38: O=C(CSc1nnc(-c2cccc(F)c2)o1)N1CCOCC1
39: CCOC(=O)C(C)On1c(-c2ccccc2)nc2ccc([N+](=O)[O-])cc21 (centres undefined)
40: CCCc1ccc(C(=O)NC(=O)c2ccccc2O)cc1
compound no.,33,34,35,36,37,38,39,40
HSF-1 act,7,6,-13,-3,19,2,37,2
HSF1 inhib,3,7,-4,-5,3,3,26,-3
HIF activator,-0.5,-0.1,-0.6,-0.1,-0.5,2.3,2.5,0.2
IEC-6 tox,3,6,14,0,-1,-8,-2,-1
HSP90 refold inh,1,-1,2,3,1,5,2,0
GSK3 alpha inh,-1,-2,1,-2,-1,0,·,-2
aSyn UTR inh,12,12,-9,26,7,-75,-192,-15
KLF5 inh,-13,2,19,-19,-17,-51,-151,-54
GSK3beta inhib,2,5,-2,6,4,2,-3,4
AI-2 QS modul,29,13,2,46,0,26,12,16

41: CC(=O)NNC(=O)CC(=O)Nc1nc(C23CC4CC(CC(C4)C2)C3)cs1
42: COc1ccc2oc(CS(=O)c3ccccc3)c(C(=O)O)c2c1 (centres undefined)
43: Cc1cccc2cc(CN(CCN(C)C)C(=S)NCc3ccco3)c(=O)[nH]c12
44: CS(=O)(=O)N(CC(=O)N1CCN(Cc2ccccc2)CC1)c1ccccc1F
45: Cc1cccc(N(CC(=O)N2CCCC2)S(=O)(=O)c2ccccc2)c1C
46: CCOC(=O)c1ccc(NC(=O)COc2cc3oc(=O)c(CC(C)O)c(C)c3cc2Cl)cc1 (centres undefined)
47: Cc1cccc(NCCC#N)c1
48: CCCCn1c(=O)[nH]c(=O)c2c(C(=O)OCC)cc(-c3ccc(OC(F)F)cc3)nc21
49: CCOC(=O)C1C(=O)OC2(CCCCC2)C1C(=O)OCC (centres undefined)
compound no.,41,42,43,44,45,46,47,48,49
HSF-1 act,-5,2,5,-1,-7,0,4,7,24
HSF1 inhib,-6,6,-10,-4,-4,1,-7,8,9
HIF activator,-2.1,0.5,-0.7,-14,0.3,-0.2,0.0,-1.0,-0.7
IEC-6 tox,0,-6,0,-6,6,2,-1,4,2
HSP90 refold inh,2,2,3,0,2,1,3,-3,4
GSK3 alpha inh,-3,0,-2,-1,2,0,1,-1,-3
aSyn UTR inh,26,-6,-14,3,12,14,40,22,3
KLF5 inh,-11,-1,6,-33,-37,-3,-11,-11,-23
GSK3beta inhib,0,5,0,·,5,0,-2,1,4
AI-2 QS modul,29,1,9,·,13,11,4,15,13

Bioassay records deposited in PubChem by several laboratories.
